# Source: PubChem
# tim10-1 inh – growth inhibitors of tim10-1 mutant yeast, primary screen, luminescence, uHTS | S. cerevisiae tim10-1 ts strain growth, BacTiter-Glo, 24 h | inhibition, % at 20 µM | 2.2% of 330,000 active | AID 463190, 2010;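 active means inhibition of at least 40%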;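 further: mutant grown at 25 °C; 0% = DMSO wells with yeast and 100% = wells holding no yeast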
# A3G deaminase – APOBEC3G DNA deaminase inhibitors, primary screen, biochemical, fluorescence, single-stranded DNA substrate, uHTS; DNA dC->dU-editing enzyme APOBEC-3G (Homo sapiens), Q9HC16; recombinant A3G, ssDNA deamination FAM/TAMRA fluorescence; inhibition, % at 20 µM; 0.28% of 330,000 active; AID 493012, 2011;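 active means inhibition of at least 40% at 20 µM, with no more than 30% in the related APOBEC3A deaminase screen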;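 further: plate controls were DMSO wells with A3G for no effect and wells lacking A3G enzyme for full effect; some compounds called inactive have numbers as strong as hits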
# hIAP block – human IAP inhibitors, primary screen, biochemical, luminescence, uHTS; Intestinal-type alkaline phosphatase (Homo sapiens), P09923; purified IAP, CDP-Star luminescence, 30 min; inhibition, % at 10 µM; 0.12% of 330,000 active;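 active means inhibition reaching a set limit with compound at 10 µM in the primary screen, cut at about 35% in these data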;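 further: plate controls were DMSO wells with enzyme for no effect and no-enzyme buffer wells for full effect; values of inactives mirror those of a sister screen read the other way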
# Target sequence (P09923 whole entry, looked up): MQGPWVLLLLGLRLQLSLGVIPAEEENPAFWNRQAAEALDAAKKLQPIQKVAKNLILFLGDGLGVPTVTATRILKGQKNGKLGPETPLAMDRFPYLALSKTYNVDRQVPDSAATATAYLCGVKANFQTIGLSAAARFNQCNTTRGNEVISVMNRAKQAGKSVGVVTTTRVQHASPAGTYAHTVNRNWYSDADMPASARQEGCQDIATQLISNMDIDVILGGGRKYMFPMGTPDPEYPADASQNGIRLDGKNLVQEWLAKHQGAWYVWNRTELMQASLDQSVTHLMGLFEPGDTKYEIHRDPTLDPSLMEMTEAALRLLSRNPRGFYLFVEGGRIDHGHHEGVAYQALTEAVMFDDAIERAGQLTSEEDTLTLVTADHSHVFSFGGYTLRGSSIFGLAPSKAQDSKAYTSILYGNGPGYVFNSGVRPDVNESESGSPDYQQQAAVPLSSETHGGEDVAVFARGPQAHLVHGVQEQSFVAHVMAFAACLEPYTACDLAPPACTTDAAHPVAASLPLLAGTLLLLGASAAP
# TIM10 inh – growth inhibitors of isogenic TIM10 control yeast, primary screen, counter-screen for tim10-1 yeast inhibitor project, luminescence, uHTS; S. cerevisiae TIM10 strain growth, BacTiter-Glo luminescence, 24 h; inhibition, % at 10 µM; 1.4% of 330,000 active;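 active means inhibition of 40% or more at the single tested concentration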;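 further: wild-type TIM10 isogenic control strain grown at permissive 25 °C; 0% = DMSO yeast wells and 100% = minimal medium wells without yeast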
# A3A deaminase – APOBEC3A ssDNA deaminase inhibitors, primary screen, selectivity assay for APOBEC3G inhibitor project, biochemical, FAM/TAMRA oligo cleavage fluorescence; DNA dC->dU-editing enzyme APOBEC-3A (Homo sapiens), P31941; recombinant A3A, FAM/TAMRA ssDNA deamination fluorescence; inhibition, % at 20 µM; 0.41% of 330,000 active; AID 493011, 2011;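 active means at least 40% inhibition at 20 µM here, with at most 30% in a related deaminase screen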;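 further: plate controls were A3A with DMSO for no effect and wells lacking A3A enzyme for full effect; some results filed as inactive read as strong as hits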
# Target sequence (P31941 whole entry, looked up): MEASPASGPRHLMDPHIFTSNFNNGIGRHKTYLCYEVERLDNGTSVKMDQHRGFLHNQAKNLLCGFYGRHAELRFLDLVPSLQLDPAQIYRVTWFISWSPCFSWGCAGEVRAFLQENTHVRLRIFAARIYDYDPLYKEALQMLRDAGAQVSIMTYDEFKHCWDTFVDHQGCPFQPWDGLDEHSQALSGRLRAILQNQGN
# NALP3 yeast inh – NALP3 inflammasome inhibitors in reconstituted yeast, primary screen, luminescence, uHTS; Yeast reconstituted NLRP3/ASC/caspase-1, beta-gal luminescence, 24 h; inhibition, % at 10 µM; 0.39% of 330,000 active; AID 2825, 2010;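 active means inhibition of 50% or more; inactive means inhibition below 50%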;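 further: plate controls were induced DMSO wells for no effect and uninduced yeast grown without galactose for full effect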
# MIN6 prolif – inducers of MIN6 beta-cell proliferation, primary screen, ATP luminescence, uHTS; MIN6 cells proliferation, ATPlite luminescence, 48 h; cells starved in 0.2% serum; 100% = growth in 10% serum; proliferation, % at 10 µM; 0.29% of 330,000 active; AID 2380, 2010;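 active means compounds whose signal lies at least 3.5 SD above the mean of all wells on their plate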;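 further: 0% = DMSO-treated cells in low-serum medium and 100% = 10% serum control; some compounds called inactive have numbers as strong as hits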
# mIAP activ – activators of mouse IAP, primary screen, biochemical, luminescence, uHTS; intestinal alkaline phosphatase [Mus musculus]; muIAP, CDP-Star luminescence, 30 min; active compounds read high; 1 = vehicle-only enzyme signal, 0 = enzyme-free wells; activation factor at 10 µM; 0.24% of 330,000 active; AID 2805, 2010;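 active means activation factor of at least 2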; further: the source names both 10 and 20 µM as test concentration; values of inactives mirror those of a sister screen read the other way
#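 System: Mouse IAP enzyme | Also added: CDP-Star substrate | Dosing: Compounds dispensed in DMSO | Schedule: 30 min enzyme-substrate-compound incubation at room temperature | Technique: Chemiluminescence readout | Control set: DMSO-only wells and no-enzyme negative control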
# mIAP block – inhibitors of mouse IAP, primary screen, biochemical, luminescence, uHTS. 0.2% of 330,000 active. AID 2806, 2010. intestinal alkaline phosphatase [Mus musculus]. purified mouse IAP, CDP-Star luminescence, 30 min. inhibition, % at 10 µM;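 active means inhibition of at least 40% at 10 µM in the primary screen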;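 further: plate controls were DMSO with enzyme for no effect and no enzyme wells for full effect; values of inactives mirror those of a sister screen read the other way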
# * hit, by the source's call.
SMILES,tim10-1 inh,A3G deaminase,hIAP block,TIM10 inh,A3A deaminase,NALP3 yeast inh,MIN6 prolif,mIAP activ,mIAP block
Cc1cc(S(=O)(=O)N2CC(=O)N(CCc3ccccc3)C(=O)C2)ccc1F,7,-1,-10,-2,-1,22,-2,1,-2
OCCN1CCN(C2CCC(c3ccc(F)cc3)c3ccc(F)cc32)CC1 (stereo not drawn),13,1,12,17,3,23,-4,1,-1
O=C(O)c1cc(NC(=O)c2ccco2)cc(NC(=O)c2ccco2)c1,14,-5,0,-13,4,15,-3,1,0
COc1ccc(C2=NN(C(=O)CCCC(=O)O)C(c3cn(-c4ccccc4)nc3-c3ccccc3)C2)cc1 (stereo not drawn),6,-2,7,20,0,13,0,0.96,4
O=C(NCCCN1CCCC1)Nc1cccc2ccccc12,7,-1,-34,-3,1,18,1,1.4,-44
CC1CCCCC1NC(=O)c1ccc(CSc2nc3ccncc3[nH]2)cc1 (stereo not drawn),15,-15,-42,1,-3,6,-2,1,-3
CCCCOC(=O)c1cccnc1,-2,-3,14,-2,3,-14,1,0.93,7
CCOc1ccc(-n2cnnn2)cc1S(=O)(=O)Nc1c(C)cccc1C,8,-7,7,7,-4,-3,6.1*,1,-4
COC(=O)CSc1nnc(NC(=O)CCc2ccccc2)s1,17,-4,-5,11,-4,24,-4,0.99,1
Cc1c(C(=O)NCc2ccccn2)sc2nc(-c3ccccc3)cn12,-4,-4,0,-14,-3,15,5,1.1,-8
COC(=O)c1cccc(CN2C(=O)SC(Nc3ccc(C)cc3)C2=O)c1 (stereo not drawn),0,-8,-24,9,-1,17,-2,0.91,9
Cc1cc(Br)c(NC(=O)CCNC(=O)OCc2ccccc2)cc1C,-2,-2,0,-10,-3,13,0,1,-5
COc1ccc(OC)c(C(=O)c2nc3c(n2O)CCCCC3)c1,10,-1,2,-3,0,-1,1,1,0
COc1ccc(S(=O)(=O)N2CCN(C(=O)c3ccc([N+](=O)[O-])o3)CC2)cc1,51*,7,-9,28,18,27,0,0.93,7
CCCOc1ccccc1C1CC(=O)NC2=C1C(=O)CCC2 (stereo not drawn),5,-7,6,-9,-7,9,-1,1.1,-10
Cn1c(SCC(=O)Nc2ccc3c(c2)OCCO3)nnc1-c1ccccn1,18,6,-2,7,3,16,-3,1.1,-11
COc1ccc(-c2nnc(NC(=O)c3cccs3)s2)c(OC)c1,1,16,-2,-7,8,10,-3,0.9,10
CCOC(=O)c1c(C)[nH]c(C(=O)/C(C#N)=C/c2ccc(OCC)cc2)c1C,19,-20,8,-4,-10,14,-1,1.1,-8
CCCCC(=O)OCC(=O)Nc1cccc(S(=O)(=O)NC2=NCCCCC2)c1,-9,-2,7,5,-1,-5,3,0.96,4
O=C(CCCl)N(Cc1nc2ccccc2c(=O)[nH]1)Cc1cccs1,16,-4,-4,16,0,-10,-3,0.99,1
Cc1onc(-c2ccccc2)c1C(=O)N/N=C/c1ccc(Br)cc1,27,-4,-18,-6,-1,11,4,0.95,5
Cn1c(=O)oc2cc(C(=O)c3ccccc3)ccc21,-5,-1,-3,-17,1,12,-1,1.1,-9
CCC(C)(C)NC(=O)C(c1ccccc1Cl)N(C(=O)CCC(=O)Nc1cc(C)on1)C(C)(C)C (stereo not drawn),20,-5,4,-6,-1,13,1,0.98,2
Cc1onc(-c2c(F)cccc2Cl)c1C(=O)N1CCN(c2ncccn2)CC1,7,-8,-2,14,0,27,-3,0.91,9
O=C1CC(=C(c2ccccc2)c2ccccc2)C(=O)N1CCN1CCN(c2cccc(Cl)c2)CC1,17,-6,8,20,-13,15,-6,0.88,12
CC(Oc1ccc(Cl)cc1Cl)C(=O)NCCCCc1ccccc1 (stereo not drawn),0,-5,3,-28,0,14,0,1,-5
O=c1c2c(n3nnnc3n1-c1ccccc1)-c1ccccc1CC21CCCC1,21,-5,-6,12,-2,15,-1,1,-2
Cc1ccc2c(c1)N(CC(=O)OC(CC(C)C)C(=O)NC1CCCC1)C(=O)CO2 (stereo not drawn),26,0,-1,24,5,6,-3,0.99,1
CN=C1c2cc3c(Br)c(OC)ccc3n2CCN1C,4,-4,14,-15,-1,5,-1,1,-1
O=C(O)c1cccc(NC(=O)C2CCCO2)c1 (stereo not drawn),-2,4,8,-3,4,-2,-2,1.1,-7
CCOC(=O)CN1C(=O)N[C@@H](c2ccccc2)[C@H](C(C)=O)[C@H]1C,21,-16,-1,-16,-5,1,1,0.96,4
Nc1nnn(-c2ccccc2)c1-c1ccccc1,24,5,-6,8,-6,3,0,1.1,-7
COc1ccc(CC(=O)NCc2n[nH]c(=S)n2-c2ccccc2)cc1,6,7,10,3,-5,16,-1,1,0
CCOC(=O)CNC(=O)CSc1nnc(-c2cccc(OC)c2)n1CC,7,-10,-2,-11,-8,5,-2,1.1,-12
CC(C)OC(=O)/C(C#N)=C/c1cn(C)c2ccccc12,20,-3,2,27,-3,25,8,0.97,3
Cc1nn(-c2ccc(N3CCCCC3)nn2)c(C)c1CCC(=O)Nc1cccc(F)c1,33,-6,-37,19,-6,-3,-5,1,-3

# In the list so far, 2 contain a thiophene ring, fused or not:
SMILES,tim10-1 inh,A3G deaminase,hIAP block,TIM10 inh,A3A deaminase,NALP3 yeast inh,MIN6 prolif,mIAP activ,mIAP block
COc1ccc(-c2nnc(NC(=O)c3cccs3)s2)c(OC)c1,1,16,-2,-7,8,10,-3,0.9,10
O=C(CCCl)N(Cc1nc2ccccc2c(=O)[nH]1)Cc1cccs1,16,-4,-4,16,0,-10,-3,0.99,1

# (listing goes on)
SMILES,tim10-1 inh,A3G deaminase,hIAP block,TIM10 inh,A3A deaminase,NALP3 yeast inh,MIN6 prolif,mIAP activ,mIAP block
O=C(O)CCC(=O)N1CCCC1,12,-3,9,-1,-2,12,-1,0.96,4
CN(C)C(=O)/C(=C\c1ccc(-c2cccc([N+](=O)[O-])c2)o1)NC(=O)c1ccccc1,6,-7,2,34,0,11,5,0.81,18
O=C1CCN(C(=O)Nc2ccccc2Cl)N1,19,-6,-8,-15,-3,-8,-1,1,0
O=C(O)c1ccc2c(c1)C(=O)N(NC(=O)c1ccc(O)cc1)C2=O,12,-1,-3,-1,9,4,-3,1,0
CCCOC(=O)c1ccc(NC(=O)C(=O)NCCN(CC)CC)cc1,10,-5,0,-1,1,14,0,0.99,0
COCCNC(=O)CCC1CCN(Cc2cccc(-c3ccc(C)o3)c2)CC1,3,-21,-11,3,-8,12,-2,1,-1
Cc1ccc(-c2nnc(/C=C/c3ccccc3)o2)cc1,-4,-5,5,12,-2,25,-3,0.99,1
CN(CCO)c1ncnc2c1sc1nc(N3CCOCC3)c3c(c12)CCC3,23,1,-10,11,3,1,9,1,0
CCOC(=O)c1c(S(=O)(=O)NC2CCN(C(=O)OCC)CC2)c(C)n(C)c1C,16,0,-7,7,-2,8,-1,1,-3
CC[C@@]1(C(=O)OC)N[C@H](CN(C)C(=O)c2ccc(C(C)(C)C)cc2)[C@@H]2C(=O)N(Cc3ccccc3)C(=O)[C@@H]21,5,-2,-1,5,2,7,-3,0.99,0
COc1ccc(-c2cc3nc4n(c(=O)c3s2)CCCCC4)cc1,23,-12,11,27,-3,27,-2,0.96,4
C=CCN1C(c2ccc(OCC)cc2)=CS/C1=C(\C#N)c1nnc2n1CCCCC2,17,-3,-22,23,0,7,-1,1.1,-6
COC(=O)c1sccc1NC(=O)/C=C/c1c(Cl)cccc1Cl,6,-6,15,5,-2,18,-1,0.86,14
O=C(CSc1nc2ccccc2c(=O)[nH]1)Nc1ccccc1C(F)(F)F,-2,-6,-17,-2,-4,9,-6,0.95,5
COc1ccc(CNC(=O)C(c2ccco2)N(C(=O)c2snc(C(N)=O)c2N)c2ccccc2OC)cc1 (stereo not drawn),-24,-13,-8,15,-5,12,6,0.97,2
c1ccc(CSc2nnnn2-c2ccc3c(c2)OCCO3)nc1,3,-4,8,10,0,27,-2,0.95,5
O=C(NCCc1nc2ccccc2[nH]1)c1ccc(Br)o1,-18,-6,0,-27,-2,11,-2,0.97,3
Cc1ccnc2nc(C(=O)Nc3nnc(-c4ccc(Cl)cc4)o3)nn12,6,13,-7,9,23,4,-3,1,0
CC(O)c1cc2c(cc1NC(=O)c1cnn3c1NC(c1ccco1)CC3C(F)(F)F)OCO2 (stereo not drawn),-3,-5,6,-2,-1,12,2,1.1,-11
O=C(Cn1ccc2ccccc2c1=O)N1CCN(c2cccc(Cl)c2)CC1,-40,-3,-39,54*,-1,20,-1,1.1,-6
COc1cccc(NC(=O)COC(=O)C2CC3CCCC(C2)C3=O)c1 (stereo not drawn),19,-8,-14,16,1,-3,5,1.1,-8
CCC(=O)N1CCc2cc(S(=O)(=O)NC(Cc3ccccc3)C(=O)O)ccc21 (stereo not drawn),-5,1,-2,4,-1,18,1,1,0
CCCN(CCC)CCCNC(=O)c1cn(-c2ccc(OC)cc2)c(=O)c2ccccc12,12,-7,6,-17,-2,15,-4,1.1,-8
COc1ccccc1N1CCN(S(=O)(=O)c2ccc3c4c(cccc24)C(=O)N3)CC1,17,4,-22,0,3,20,-1,1,-4
O=C(Nc1ccc2c(c1)OCO2)c1ccc(Cl)cc1Cl,11,-7,-1,17,-3,19,-5,0.87,13
COc1cccc(NS(=O)(=O)NC(=O)c2c[nH]c3ccccc23)c1,-8,-5,-23,-2,-6,4,-1,1.1,-5
CC1CCCN(CCCN2C(=O)C3C(C(=O)Nc4ccc(Cl)cc4)C4C=CC3(O4)C2C(=O)NC2CCCCC2)C1 (stereo not drawn),-27,-4,-36,20,6,3,0,1.1,-7
Cn1ncc2c(Nc3ccc(Cl)c(Cl)c3)ncnc21,22,-6,-37,7,-6,-4,-2,1,-1
O=C(NC1CCCCC1)c1ccccc1NC(=S)NC(=O)C1CC1,5,-4,-3,6,-2,14,1,0.94,6
CN1CCC(OC(=O)c2ccco2)CC1,9,-12,19,6,0,13,-1,0.98,2
CN(CC(=O)NCCN1CCOCC1)S(=O)(=O)c1ccc(F)cc1,-19,-14,7,3,-1,18,-2,0.98,2
C[C@H](CO)N1C[C@H](C)[C@@H](CN(C)Cc2ccccc2)Oc2c(NS(=O)(=O)c3ccc(F)cc3)cccc2C1=O,-3,-8,2,5,2,20,-2,0.95,5
N[C@@H](Cc1ccccc1)C(=O)N1CCOCC1,-2,0,3,6,-3,4,-3,1.1,-5
O=C(Nc1ccc(-c2nc3ccccc3o2)cc1)c1ccc(N2CCOCC2)c([N+](=O)[O-])c1,10,-8,-7,-4,-7,12,-4,0.91,10
Cc1ccccc1N(C(=O)c1snc(C(N)=O)c1N)C(C(=O)NCc1ccccc1)c1ccc(O)cc1 (stereo not drawn),-11,-11,-5,6,-5,10,2,0.93,7
CCO/N=C(/C)c1c(O)cc(-c2ccccc2)n(-c2ccccc2)c1=O,26,-3,-14,21,-4,2,-1,0.98,2
